High-throughput results deposited in PubChem by Broad Institute.
SIRT5 inh – SIRT5 desuccinylase inhibitors, primary screen, biochemical, fluorescence imaging, single point, set 5; AID 652115, 2013; inhibition, % at 15 µM; Purified SirT5, succinyl-peptide AMC, trypsin-coupled fluorescence; NAD-dependent protein deacylase sirtuin-5, mitochondrial (Homo sapiens), Q9NXA8; hit rate 1.1% among 330,000; in the data active = inhibition above about 15%; inconclusive = no clear call, values can overlap the other calls
Cneo AK release – Cryptococcus neoformans cell lysis inducers, primary screen, AK release luminescence, single concentration; C. neoformans lysis, adenylate kinase release luminescence, 4 h; normalised: neutral wells 0, clomiphene wells 100; lysis activity, % at 15 µM; hit rate 0.2% among 360,000; AID 651654, 2012;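 active = mean lysis activity across replicates of at least 80%, whatever share of replicates individually reach that level; inactive = mean lysis activity below 80%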
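Material: C. neoformans cells | Amount: Yeast cell density of 5 × 10^6 cells/mL | Medium: Fresh YPD growth medium | Dosing: Single dose | Times: Static 4 h at 37 °C with compound, 1 h detection | Detection: AK luminescence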
LGR2 inh – inhibitors of bursicon-induced LGR2 CRE-luciferase signal, primary screen, cell-based, HEK293, CRE-luciferase reporter, bursicon stimulation. Drosophila bursicon receptor LGR2 (rickets). bursicon-stimulated, 4 h. inhibition, % at 9.99 µM. hit rate 0.35% among 380,000;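 active = drop in luminescence signal, shown as inhibition above about 50% in the replicate tests, limit read from the data, passing the limit was not always enough; inconclusive = probably only some replicates passing the limit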;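 note: agonist challenge used bursicon conditioned medium at about half maximal strength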
Xi reactivation – activators of inactive X chromosome reactivation, primary screen, imaging, XiGFP fibroblasts, GFP high-content imaging, set 2; XiGFP mouse fibroblasts, % GFP-positive cells imaging, 3 d; cells co-treated with 5-aza-dC sensitizer; scaled so ellipticine positive control = 100%; activation, % at 7.58 µM; hit rate 0.055% among 360,000;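 active = mean normalized replicate activation at least 10% and every replicate at or above 10%; inconclusive = only one of the two criteria met; inactive = mean below 10% and not all replicates reach 10%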;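 note: 0% = median of on-plate neutral control wells and 100% = ellipticine 6 µM median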
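Assay system – SV40-immortalized XiGFP fibroblast cells, line 68-5-11 · Buffer or medium – DMEM supplemented with 5-aza-dC as sensitizing agent · Dosing – one concentration, pinned · Benchmarks – positive control ellipticine, 6 µM final · Times – 3 days compound exposure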
PGC1a acetyl inh – inhibitors of PGC1a acetylation signal, primary screen, cell-based, U2OS, AlphaScreen, inhibitor mode | AlphaScreen anti-acetyl-lysine; with virally co-expressed GCN5 acetyltransferase | inhibition, % at 15.6 µM | hit rate 0.17% among 350,000 | AID 651687, 2012;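 active = every replicate shows inhibition of at least 40%; inconclusive = mean inhibition at least 40% but some replicate below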;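 note: 0% = neutral control wells and 100% = positive control wells; some results beyond the cut were filed as inactive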
S100A4 MyoIIA – inhibitors of S100A4-myosin IIA peptide binding, primary screen, biochemical, fluorescence polarization, TAMRA-MyoIIA peptide; Protein S100-A4 (Homo sapiens), P26447; AID 652163, 2013; inhibition, % at 10.7 µM; hit rate 0.14% among 360,000;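 active = mean inhibition of at least 70% across replicates, with every replicate also reaching that level; inconclusive = mean inhibition reaches 70% but some replicates fall short; inactive = mean inhibition below 70%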
Target sequence (P26447 whole entry, looked up): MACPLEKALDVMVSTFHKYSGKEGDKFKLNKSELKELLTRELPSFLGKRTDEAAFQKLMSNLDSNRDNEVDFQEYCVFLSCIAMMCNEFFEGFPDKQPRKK
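Test system – S100A4 monomer (human) · Compound – single-point compound testing · Schedule – 5 min incubation before reading · Probe or stimulus – TAMRA-labelled myosin IIA heavy-chain peptide probe, 5 nM · Benchmarks – neutral control DMSO, positive control TFP · Medium – Calcium-containing HEPES buffer, pH 7.2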
ERAP1 HTS inh – human ERAP1 aminopeptidase inhibitors, primary screen, biochemical, single point, plate reader; Endoplasmic reticulum aminopeptidase 1 (Homo sapiens), Q9NZ08; recombinant ERAP1, Leu-AMC fluorescence, 60 min; inhibition, % at 10.7 µM; hit rate 0.15% among 340,000;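 active = mean replicate inhibition of at least 30%, or all replicates individually reaching that 30% level; inactive = mean below 30% and not every replicate reaching it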;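 note: 0% = neutral control wells and 100% = L-leucinethiol positive control wells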
Target sequence (Q9NZ08 whole entry, looked up): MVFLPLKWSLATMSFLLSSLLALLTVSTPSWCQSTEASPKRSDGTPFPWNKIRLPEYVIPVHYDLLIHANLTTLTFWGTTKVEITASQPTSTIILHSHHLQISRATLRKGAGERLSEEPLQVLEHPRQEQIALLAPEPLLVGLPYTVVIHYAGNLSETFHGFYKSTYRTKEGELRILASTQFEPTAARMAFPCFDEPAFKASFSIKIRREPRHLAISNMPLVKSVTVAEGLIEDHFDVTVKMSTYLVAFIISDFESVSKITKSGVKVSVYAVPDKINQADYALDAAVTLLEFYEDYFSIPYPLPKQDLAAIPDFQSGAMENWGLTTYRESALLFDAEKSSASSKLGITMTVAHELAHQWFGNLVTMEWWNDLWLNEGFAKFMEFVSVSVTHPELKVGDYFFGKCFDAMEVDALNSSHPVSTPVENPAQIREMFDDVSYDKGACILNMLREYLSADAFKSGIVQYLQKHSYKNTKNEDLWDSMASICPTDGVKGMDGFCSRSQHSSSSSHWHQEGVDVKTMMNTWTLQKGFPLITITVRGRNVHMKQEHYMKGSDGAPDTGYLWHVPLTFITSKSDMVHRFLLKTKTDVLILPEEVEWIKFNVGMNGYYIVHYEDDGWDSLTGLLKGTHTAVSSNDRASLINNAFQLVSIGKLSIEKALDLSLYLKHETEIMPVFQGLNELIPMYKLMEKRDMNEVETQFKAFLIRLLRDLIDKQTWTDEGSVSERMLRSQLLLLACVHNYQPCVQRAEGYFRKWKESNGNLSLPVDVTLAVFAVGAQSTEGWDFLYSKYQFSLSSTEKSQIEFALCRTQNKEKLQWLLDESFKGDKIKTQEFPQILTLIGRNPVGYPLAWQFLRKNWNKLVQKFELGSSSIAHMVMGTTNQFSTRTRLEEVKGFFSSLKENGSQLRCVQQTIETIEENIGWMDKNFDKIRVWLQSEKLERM
Statin myotox sup – suppressors of statin myotoxicity in C2C12 myotubes, primary screen, cell-based, single point, plate reader; C2C12 myotubes + simvastatin, ATP luminescence, 48 h; scaled: DMSO 0, geranylgeraniol control 100; rescue of ATP level, % at 7.49 µM; hit rate 0.78% among 330,000; AID 602340, 2012;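 active = mean ATP rescue above about 67%, or every replicate alone reaching that limit, limit read from the data, passing the limit was not always enough; inconclusive = no clear call, values can overlap the other calls; inactive = mean under the limit and some replicate under it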;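 note: myotubes were challenged with 10 µM simvastatin during compound exposure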
An asterisk follows results filed as active; ? = inconclusive; / = not tested or not shown. Some of the compounds tested, so the mix of outcomes need not match the whole.

Compound	SIRT5 inh	Cneo AK release	LGR2 inh	Xi reactivation	PGC1a acetyl inh	S100A4 MyoIIA	ERAP1 HTS inh	Statin myotox sup
CC(C)C(=O)Nc1ccc2c(c1)C(=O)N(C)[C@@H]1CC[C@H](CC(=O)N[C@H](C)c3ccccc3)O[C@@H]1CO2	/	2.4	-9.3	0.2	2.9	/	/	-3.6
COc1ccc2c3c(n(C)c2c1)[C@H](CO)N(C(=O)CN1CCOCC1)CC31CN(C(=O)CC2CC2)C1	-1.1	/	10.2	0.3	/	-3.8	-0.8	/
NS(=O)(=O)c1ccc(CNC(=O)c2cc(-c3cccnc3)nc3ccc(Cl)cc23)cc1	-2.6	-0.7	16.6	-0.1	12.3	-1.6	0.6	8.6
CC(C)Oc1cc(F)ccc1-c1cc(C(=O)Nc2cccc(C(F)(F)F)c2)[nH]n1	0.6	2.0	0.0	0.0	-32.4	-8.8	-0.3	-14.1
O=S(=O)(c1ccc(F)cc1)N1CCCCN2[C@H](CO)[C@H](c3ccc(C#CC4CC4)cc3)[C@H]2C1	6.7	-0.5	9.6	0.1	-2.5	4.6	0.2	0.0
C[C@H]1CN([C@@H](C)CO)C(=O)c2cc(NC(=O)c3ccncc3)ccc2O[C@H]1CN(C)S(=O)(=O)c1cccs1	-10.3	-1.5	-13.5	-0.9	-1.8	0.7	3.8	12.5
O=C(N/N=C/c1cn(-c2ccccc2)nc1-c1cccnc1)c1cccnc1	-0.7	/	-12.8	0.4	/	-4.4	4.5	/
NC(=O)c1nsc(C(=O)N(CCCN2CCOCC2)C(C(=O)NC2CCCCC2)c2ccc(Cl)cc2)c1N (stereo unspecified)	-4.5	3.1	-8.0	0.1	9.5	-1.5	-0.7	-32.4
COc1ccc(C(CNC(=O)COc2ccccc2C)N2CCCCC2)cc1 (stereo unspecified)	-2.7	-0.6	-1.8	0.1	7.8	3.3	4.8	-7.9
CCc1nnc(NC(=O)CCN2C(=O)CCC2=O)s1	-1.0	1.2	-9.4	/	6.7	3.4	-0.3	7.7
Cc1cnc2c(c1)C(=O)c1ccccc1-2	-3.2	-0.4	-15.2	0.1	-1.9	0.0	-0.6	3.8
COc1ccccc1CNC(=O)COC(=O)c1ccc(Cl)c(N)c1	0.7	/	2.1	0.0	6.9	4.0	-2.6	/
FC(F)Oc1ccc(NC(=S)NNc2ccnc3cc(Cl)ccc23)cc1	/	-2.0	2.7	0.1	/	0.3	/	-13.0
O=C(Nc1ccc2c(c1)[C@@H]1C[C@@H](CC(=O)N3CCOCC3)O[C@H](CO)[C@@H]1O2)NC1CCCCC1	4.2	7.9	10.8	-0.1	4.6	0.6	-2.9	-5.4
O=C(COc1ccc2c(c1)OCO2)Nc1ccccc1F	-1.4	-3.3	-9.2	0.0	/	4.5	-2.1	4.6
O=C(C1CCOCC1)N1CC(=O)N2[C@H](CO)[C@@H](c3ccc(C#CC4CCCC4)cc3)[C@H]2C1	-3.5	/	24.1	0.2	3.1	-0.4	-1.0	/
COc1ccc(CNC(=S)Nc2ccccc2)cc1	1.8	1.7	-4.8	0.1	/	-0.4	3.3	-5.3
Cc1cc(C)c(OCC(=O)OCC(=O)N2CCCc3ccccc32)c(C)c1	-1.4	1.1	-6.9	-0.1	/	1.5	-0.2	10.2
O=C(Nc1ccc(F)cc1)N1CCCCN2[C@H](CO)[C@H](c3ccc(-c4cccc(F)c4)cc3)[C@@H]2C1	3.5	-2.4	-5.7	0.3	-0.2	-11.0	2.4	-14.0
C/C=C/c1ccc([C@H]2[C@@H](CN(C)C(=O)c3ccccn3)N(C(C)=O)[C@H]2CO)cc1	/	1.1	2.3	0.0	-4.6	/	/	13.0
CC(=O)Nc1ccc(C(=O)NNC(=O)c2ccc(Cl)cc2Cl)cc1	1.3	-2.4	5.3	0.0	10.6	-5.4	0.5	0.5
COc1cc(C(=O)NN=Cc2ccc(N(C)C)cc2)cc(OC)c1OC	/	1.9	-7.8	-0.1	-6.9	-22.3	4.5	-48.4
CN(c1ccccc1)S(=O)(=O)c1cccc(NC(=O)CSc2nncn2C)c1	-2.9	-0.6	17.0	0.0	/	-0.8	6.1	/
Fc1ccc2cc(-c3cccnc3)ncc2c1	/	-4.3	-33.2	0.1	7.1	63.8	-4.0	0.7
C[C@@H]1CN([C@@H](C)CO)C(=O)Cc2cc(NC(=O)Nc3ccc4c(c3)OCO4)ccc2O[C@H]1CN(C)S(=O)(=O)c1ccc(Cl)cc1	-3.5	-0.7	-11.9	0.0	-0.1	11.1	1.2	22.8
S=C(Nc1ccc(Cl)cc1)NC1CCCCC1	-1.4	0.2	-41.0	-0.1	-1.1	-6.9	-2.9	-19.7
CSc1ccc(N=Nc2c(C)[nH]n(C)c2=O)cc1	-0.5	/	-62.9	-0.1	1.9	-4.5	1.3	/
O=C(Cc1ccccc1)NCc1nc2ccccc2[nH]1	/	0.3	11.9	/	6.2	/	/	9.4
Cn1nnnc1SCC(=O)N1CCN(S(=O)(=O)c2ccccc2)CC1	-11.0	/	10.6	0.6	-3.3	13.2	0.1	/
COc1ccc([C@H]2N[C@]3(CCCN(Cc4ccc(Cl)cc4)C3=O)[C@H]3C(=O)N(Cc4ccccc4)C(=O)[C@@H]23)cc1	-0.1	-3.7	13.3	0.1	-0.3	-3.4	2.4	16.8
Cc1ccccc1-c1cnc2c(c1)C(=O)N([C@H](C)CO)C[C@H](C)[C@H](CN(C)C(=O)c1cccnc1)O2	0.6	48.4	-3.4	0.1	14.0	1.5	-0.4	1.2
C=CCOc1ccc(/C=C2\SC(N3CCCCC3)=NC2=O)cc1	-2.2	-0.2	-1.6	0.0	/	-2.6	-6.4	6.8
O=C(NCCOc1ccccc1)c1ccc2n[nH]nc2c1	-2.4	-1.2	-42.4	0.3	3.7	9.7	-0.5	-0.8
C[C@H](CO)N1C[C@H](C)[C@H](CN(C)Cc2ccccc2)Oc2ccc(NC(=O)CCCCCC(=O)Nc3ccccc3N)cc2C1=O	/	/	6.8	0.2	-1.8	3.2	0.4	/
CCOC(=O)[C@]12CCCC=C1N(Cc1ccco1)C(=O)[C@H](CC(=O)NCCc1ccccc1OC)C2	1.2	/	2.6	0.1	/	-1.0	/	/
CNC(=O)CCC(=O)Nc1ccc(C)cc1	-3.4	/	3.2	0.0	4.7	0.5	-4.4	5.6
C[C@H]1CN([C@@H](C)CO)C(=O)c2c(c3ccccc3n2C)-c2ccccc2CO[C@@H]1CN(C)Cc1ccc(O)cc1	9.6	/	-5.1	0.2	7.9	-10.7	2.3	/
OC(c1ccc(F)c(F)c1)c1nc(-c2ccc3ccccc3c2)cs1 (stereo unspecified)	-2.2	11.4	-77.4	-0.1	/	-19.0	5.3	?
CCCc1ccc(C(O)c2ncc(-c3cccc(OC)c3)[nH]2)cc1 (stereo unspecified)	/	-1.5	-7.0	0.0	/	36.7	-2.6	-2.0
Cc1cc(/C=C2\SC(=S)NC2=O)c(C)n1-c1cccc(O)c1	13.8	/	-40.1	-0.7	/	-13.2	-0.9	/
O=C(N/N=C/c1cccc2nccnc12)c1ccncc1	7.3	0.3	-2.7	0.3	2.7	5.5	-2.4	/
O=C1c2cccnc2C(Nc2ccc(Br)cc2)N1Cc1cccs1 (stereo unspecified)	0.6	-1.0	-17.2	0.0	/	-6.4	-6.3	-1.2
O=C(OCc1cc(Cl)cc2c1OCOC2)c1cccnc1Cl	1.6	-0.1	-22.3	0.3	3.9	-6.2	1.0	-6.2
O=C1CNC[C@H]2[C@@H](c3ccc(-c4ccccc4F)cc3)[C@@H](CO)N12	-1.2	/	-18.7	0.0	-0.4	-12.0	1.7	/
CC(C)(C)n1nc2c(c1NC(=O)c1ccc(F)c(F)c1)CS(=O)(=O)C2	-0.8	-0.4	-2.3	-0.1	/	-0.6	-2.6	2.0

Compound profiles, as listed above.
CCOC(=O)[C@]12CCCC=C1N(Cc1ccco1)C(=O)[C@H](CC(=O)NCCc1ccccc1OC)C2 in the list: SIRT5 inh: 1.2; Cneo AK release: /; LGR2 inh: 2.6; Xi reactivation: 0.1; PGC1a acetyl inh: /; S100A4 MyoIIA: -1.0; ERAP1 HTS inh: /; Statin myotox sup: /
O=C(NCCOc1ccccc1)c1ccc2n[nH]nc2c1 in the list: SIRT5 inh: -2.4; Cneo AK release: -1.2; LGR2 inh: -42.4; Xi reactivation: 0.3; PGC1a acetyl inh: 3.7; S100A4 MyoIIA: 9.7; ERAP1 HTS inh: -0.5; Statin myotox sup: -0.8

(continued)
Compound	SIRT5 inh	Cneo AK release	LGR2 inh	Xi reactivation	PGC1a acetyl inh	S100A4 MyoIIA	ERAP1 HTS inh	Statin myotox sup
O=C(CN1C(=O)C2CC=CCC2C1=O)Nc1ccc(S(=O)(=O)N2CCOCC2)cc1 (stereo unspecified)	-4.2	-0.3	-4.7	0.6	-5.3	-2.5	-4.1	-0.8
CC(C)C[C@@H](CN=[N+]=[N-])N1CCN(C)CCC1=O	-2.1	0.0	2.8	0.0	-8.9	-1.1	-4.7	3.5
COc1cc(OC)cc(C(=O)NCC(=O)NC(C)c2ccccc2)c1 (stereo unspecified)	-1.0	5.8	-1.6	0.2	7.1	4.2	0.2	0.3
O=C(NCC(=O)N1CCCC1)c1ccc(Br)o1	0.3	0.5	-10.6	0.0	-7.4	-1.0	0.3	1.6
C/C=C/c1ccc([C@H]2[C@H](CO)N3C(=O)CN(C(=O)c4ccc(F)cc4)C[C@@H]23)cc1	-4.7	/	-4.3	-0.1	-1.1	-2.0	0.6	/
CC(C)C(=O)N(Cc1ccc(F)cc1)Cc1nc2ccccc2c(=O)[nH]1	1.8	/	11.7	0.0	/	-6.0	-1.2	/
O=C(Cc1ccccn1)NCC[C@@H]1CC[C@H](NC(=O)Nc2ccc(Cl)cc2)[C@@H](CO)O1	-0.7	-3.0	19.3	0.0	-17.4	11.5	0.7	-7.7
Cc1cccc(C)c1NC(=O)C1(C)CSCC(=O)N1CCc1ccc(O)cc1 (stereo unspecified)	0.0	/	20.7	0.0	/	0.9	-2.7	/
Cc1cnc(C=NNC(N)=S)c2cccc(N)c12	0.1	/	-0.4	0.0	-2.3	-1.8	4.1	/
O=C(O)c1sccc1Oc1ccc(NS(=O)(=O)c2ccccc2)cc1	2.8	-2.1	14.0	0.0	-2.1	-0.2	-22.3	12.5
O=C(NC1CCC1)[C@H]1[C@H](CO)[C@H]2Cn3c(ccc(-c4ccccc4)c3=O)[C@@H]1N2	-30.4	-0.9	-2.4	0.1	/	7.7	0.1	-20.8
